# IMPase Li inh: IMPase inhibition in cells with lithium potentiation; CHO-M1 cells, IP1 TR-FRET (IP-One), carbachol + lithium; Potency, µM (doses to about 59.4 µM), without a hit: top-dose activity, negative = IMPase inhibition, most hits filed as inhibitors; 210,000 tested, 0.35% active; AID 1457;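 note: IP1 builds up when IMPase is blocked and the TR-FRET signal falls; potency is the fitted concentration of half-maximal effect; plate controls were basal vehicle for no effect and high inhibitor control for full effect; nearly all actives have a fitted effect of over 50% in size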
#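 CHO cells stably expressing M1 receptor (2000/well) were cultured 16–30 h, then exposed to compounds with a small lithium addition for 30 min at 37C. IP1 was measured by TR-FRET competition; AC50 from Hill fits.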
# KinaseGlo FLuc: Kinase-Glo luciferase inhibition (counter-screen) | Potency, µM (doses to about 38.3 µM), inactives show at the highest dose activity change, negative = inhibition, most hits filed as inhibitors | 200,000 tested, 0.28% active | AID 1379 | Kinase-Glo luciferase, ATP luminescence, 8 min; note: potency is the fitted concentration of half-maximal effect; % is set by controls: 0 for no effect and ±100 for the full control effect; nearly all actives have a fitted effect of over 60% in size
#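 Luminescence was the read-out, taken after 8-minute incubation at ambient temperature. Luciferase turned over luciferin with 10 uM ATP in imidazole pH 7.2 buffer containing KCl, MgCl2, Tween 20 and BSA.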
# CBFb RUNX1 block: blocks binding between human CBF-beta and RUNX1 | Q01196+Q13951 | AlphaScreen CBFb-His/RUNX1-biotin binding, biochemical | Potency, µM (top dose mostly 59.8 µM), without a hit: at the highest dose activity, negative = inhibition, usual class: inhibitors | 230,000 tested, under 10 active | AID 1477; note: % of control where 0% means no effect
#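 CBF-beta (His) and RUNX1 (biotin), 30 nM each; 20 min preassociation; + compound, 15 min; + beads 50 ng each (Ni, streptavidin), 90 min; RT; AlphaScreen read.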
# Epigenetic reg: regulators of epigenetic silencing causing reporter derepression in mouse cells | Potency, µM (doses to about 53.9 µM), for the others: at the highest dose GFP activation, most hits filed as activators | 280,000 tested, 0.2% active | AID 1865 | murine LDR cells, GFP reporter derepression, 30 h; note: potency is the fitted concentration of half-maximal effect; % of control where 0% means no effect; nearly all actives have a fitted effect of over 60% in size
#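 Readout is the number of GFP-expressing murine LDR cells, counted by cytometry following washing. Cells were treated with compound for 30 h at 37 C; the stably integrated CMV-GFP locus is normally silent.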
# HTT aggregate: reduces HttQ103-GFP aggregates in PC12 cells. 220,000 tested, 1.1% active. PC12 HttQ103-GFP aggregates, Acumen cytometry, 40 h. Potency, µM (top dose mostly 46.1 µM), without a hit: top-dose activity change, negative = inhibition, hits mostly inhibitors; note: potency is the fitted concentration of half-maximal effect; % is set by controls: 0 for no effect and ±100 for the full control effect; nearly all actives have a fitted effect of over 60% in size
#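 Using laser scanning cytometry, GFP-positive aggregates were counted after lysis of PC12 cells induced with 100 nM tebufenozide to express HTT exon 1 Q103–GFP. Compounds were tested in titration.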
# L3MBTL1 block: L3MBTL1 (human) inhibition | AID 485360 | AlphaScreen L3MBTL1–H3K9me1 peptide binding | Potency, µM (series often up to 57.1 µM), for the others: at the top dose activity, negative = inhibition, actives largely listed as inhibitors | Q9Y468 | 230,000 tested, 0.66% active; note: potency is the fitted concentration of half-maximal effect; % is set by controls: 0 for no effect and ±100 for the full control effect; nearly all actives have a fitted effect of over 60% in size
# Target sequence (Q9Y468 whole entry, looked up): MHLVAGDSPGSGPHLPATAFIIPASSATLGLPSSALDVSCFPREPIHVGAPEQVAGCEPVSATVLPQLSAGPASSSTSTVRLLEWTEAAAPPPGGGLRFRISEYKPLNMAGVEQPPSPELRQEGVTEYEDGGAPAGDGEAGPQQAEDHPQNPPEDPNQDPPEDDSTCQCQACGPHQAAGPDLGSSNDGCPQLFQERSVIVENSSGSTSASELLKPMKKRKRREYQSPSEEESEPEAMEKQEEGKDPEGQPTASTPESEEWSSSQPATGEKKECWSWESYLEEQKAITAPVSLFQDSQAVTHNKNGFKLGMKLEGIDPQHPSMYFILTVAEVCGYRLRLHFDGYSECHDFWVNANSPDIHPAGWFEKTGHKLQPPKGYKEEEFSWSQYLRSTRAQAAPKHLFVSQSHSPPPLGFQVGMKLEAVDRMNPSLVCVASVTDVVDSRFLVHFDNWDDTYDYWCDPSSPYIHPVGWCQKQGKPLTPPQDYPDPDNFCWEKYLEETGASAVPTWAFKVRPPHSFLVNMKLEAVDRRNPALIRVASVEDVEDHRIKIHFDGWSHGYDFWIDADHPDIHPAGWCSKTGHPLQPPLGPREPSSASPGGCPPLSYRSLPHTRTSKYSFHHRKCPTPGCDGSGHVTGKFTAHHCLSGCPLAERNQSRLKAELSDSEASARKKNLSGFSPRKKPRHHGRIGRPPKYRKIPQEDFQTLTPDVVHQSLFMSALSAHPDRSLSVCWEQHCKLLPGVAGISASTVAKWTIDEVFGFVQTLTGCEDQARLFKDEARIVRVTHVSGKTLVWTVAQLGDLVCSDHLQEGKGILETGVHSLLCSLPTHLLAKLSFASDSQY
#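 Read-out is AlphaScreen signal from streptavidin donor and nickel chelate acceptor beads (10 ug/mL final each) bridging L3MBTL1 (50 nM) and biotinylated K9-monomethylated H3(1-15) peptide (75 nM), after 30 min compound exposure at room temperature.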
# NPSR antag: blocks cAMP signaling of the human neuropeptide S receptor; 220,000 tested, 1% active; CHO-NPSR cells, cAMP TR-FRET, antagonist mode; Q6W5P4; AID 1461; Potency, µM (series often up to 38.3 µM), for inactives: top-dose activity change, negative = inhibition, hits mostly inhibitors; note: potency is the fitted concentration of half-maximal effect; % is set by controls: 0 for no effect and ±100 for the full control effect; nearly all actives have a fitted effect of over 50% in size; many of its hits are not listed in these tables
# * marks the source's active call; other numbers are inactive results; ? = inconclusive; nt = not tested or not shown; & = joins results of further samples; [ ] = remark or other dose. Calls come from the whole dose curve; as a rule, active = well fitted curve in the direction sought with a large enough effect; inconclusive = small, poorly fitted or top-dose-only effect, or another doubt; inactive = no such curve, though single readings can be large; an effect the other way counts as inactive or inconclusive. A portion of the library; rates above refer to the full screens.
smiles | IMPase Li inh | KinaseGlo FLuc | CBFb RUNX1 block | Epigenetic reg | HTT aggregate | L3MBTL1 block | NPSR antag
COc1ccccc1N1CCN(S(=O)(=O)c2ccc(F)cc2)CC1 | 25%[38.3 µM] | 12% | 2% | -1.7% | -3%[9.22 µM] | -2% | -17%[46.1 µM]
Nc1cc(Cl)c(NC2=NCCN2)c(Cl)c1 | 14% | -3% | -2% | -0.1% | 3% | nt | 17%[46.1 µM]
CN1CCN(c2cc(-c3ccccc3C(F)(F)F)ncn2)CC1 | 2% | -1% | nt | 1.1% | nt | nt | nt
CCOC(=O)C1(Cc2cccc(OC)c2)CCCN(Cc2ccc(NC(C)=O)cc2)C1 (stereo unspecified) | 14% | 7% | 13% | -4.3% | -3%[9.22 µM] | -8% | -4%
COC(=O)c1ccccc1NC(=O)CN(Cc1ccc(Cl)cc1)S(C)(=O)=O | 1%[38.3 µM] | -5% | 3% | -1.6% | 2% | nt | -16%[46.1 µM]
O=c1[nH]c(CSc2nnnn2-c2ccc(Cl)cc2)nc2ccccc12 | 1% | -7% | -2% | 2.4% | 3% | 15% | -4%
CC(=O)Cc1nsc(NC(=O)c2ccc(-c3cccc(Cl)c3)o2)n1 | 3% | 0% | -11% | 4.5% | ? | 34%[activator] | -21%
O=c1c2[nH]c3ccccc3c2ncn1CCC1=CCCCC1 | ? | 0% | -3% | 1.0% | 1%[9.22 µM] | 3% | 6%[46.1 µM]
CCOC(=O)CNC(=O)N1CCCC(CNS(=O)(=O)c2cccs2)C1 (stereo unspecified) | 6% | -4% | 6% | -7.5% | 7%[9.22 µM] | 2% | -20%
N#CC1=C(N)Oc2n[nH]c(-c3cccs3)c2C1c1ccsc1 (stereo unspecified) | 4%[38.3 µM] | 2% | -1% | -2.1% | -20% | -13%[11.4 µM] | -13%[46.1 µM]
O=C(Nc1ccccc1Cl)NC1(C(=O)N2CCCC2)CCCCC1 | 3% | -3% | 10% | 3.5% | 17% | 7% | 0%[46.1 µM]
CCCC(C(=O)NC(C)(C)C)N(C(=O)c1snc(C(N)=O)c1N)c1ccc2c(c1)OCCO2 (stereo unspecified) | -7% | -3% | -1% | 2.2% | -4% | nt | -24%
Cc1ccc(SCC(=O)NC(=O)NCc2ccco2)c(C)c1 | 46%[activator][38.3 µM] | 0% | -26% | -10% | -10% | nt | -16%[46.1 µM]
O=C(N/N=C/c1cccs1)c1c[nH]c2ccccc12 | 3% | -3% | 6% | 2.6% | 1% | 4% | -13%
Brc1c(OCCOCCn2cncn2)ccc2ccccc12 | 10%[38.3 µM] | -2% | -1% | 0.9% | -22% | 3% | 1%[46.1 µM]
Cc1cc(C)c(NC(=S)N(C)C)c(C)c1 | nt | nt | -2% | 5.1% | -11%[9.22 µM] | 8% | -3%
COc1ccccc1-c1cc(C(F)(F)F)nc(S(=O)(=O)CCCC(=O)NCc2ccc(F)cc2)n1 | 2% | 2% | 12% | -0.1% | ? | 0% | ?
O=C1/C(=C/c2cccs2)NC(=S)N1C1CC1 | -5% | 7% | -19% | -2.2% | -3% | -1% | -16%
CC(=O)NS(=O)(=O)c1ccc(NC(=S)NC(=O)CC(C)C)cc1 | 4% | -5% | 4% | 5.1% | -23%[9.22 µM] | 6% | 15%
CC(C)(CO)NCc1ccc(Br)cc1 | 3% | 1% | 8% | 0.1% | 25% | -14% | 15%
C=C(C)CNC(=S)NNC(=O)c1ccncc1 | -6% | 2% | 2% | -2.5% | ? | 7% | 13%
Cc1ccc(N=Nc2c(N)nn3c(N)c(C#N)c(C)nc23)cc1 | 6% | -1% | 0% | 0.0% | -15%[9.22 µM] | 1% | -15%
Cc1noc(C)c1S(=O)(=O)N1CCC(C(=O)N(C)Cc2ccccc2)CC1 | 31%[38.3 µM] | -2% | 0% | -5.6% | 32% | nt | -17%[46.1 µM]
O=C(CSc1nc2[nH]ncc2c(=O)[nH]1)NCc1ccccc1Cl | -1% | 0% | 8% | -1.5% | -9% | 5% | 14%
Cn1cnnc1-c1cccc(NS(=O)(=O)c2ccc(N3CCCC3=O)cc2)c1 | 7% | 3% | -3% | 0.0% | 3% | 18% | 1%
COC(=O)c1nn(-c2cccc(Cl)c2)ccc1=O | 0% | 2% | 10% | -0.1% | -5% | 2%[11.4 µM] | 2%
Brc1ccc(CN2CCSCC2)cc1 | 27%[38.3 µM] | -2% | -1% | -1.3% | 8% | nt | -4%[46.1 µM]
CN(C)CCCNC(=S)Nc1ccc(Oc2ccccc2)cc1 | 8% | -1% | -5% | -7.2% | 14% | nt | -1%
Cc1ccc(C(=O)N2CC(=O)Nc3ccc(F)cc3C2c2ccc(F)cc2)cc1[N+](=O)[O-] (stereo unspecified) | 8% | 0% | -9% | 3.0% | 1% | -4% | -6%
Cc1ccc(NC(=O)COC(=O)CCOc2ccccc2C)cc1 | 3% | -1% | 0% | 4.3% | -1% | 25% | 8%
CNC(=S)NNc1nc(N2CCOCC2)nc(N2CCOCC2)n1 | 10% | -4% | -2% | -1.1% | 0%[9.22 µM] | 12% | 8%
CCOC(=O)CCCSc1nc(-c2ccc3c(c2)OCO3)cc(C(F)(F)F)c1C#N | ? | -3% | -6% | -2.1% | -1% | 10% | ?
COc1ccc(OC)c(-c2cc(C(=O)NCc3cccs3)no2)c1 | 8% | -1% | 0% | 2.0% | -5% | 5% | ?
N#CC1=C2N=C(N)c3ccccc3N2C2=C(C(=O)CCC2)C1c1cccc(Cl)c1 (stereo unspecified) | 8% | -2% | 5%[2.36 µM] | -1.7% | 13% | -11% | -49%
COc1ccc2nc3c(cc2c1)Cc1ccccc1-3 | 12% | 13µM* | 2% | 2.2% | nt | nt | nt
CCN(CC(=O)NC(C)C)C(=O)[C@@H](NC(=O)c1ccco1)C(C)C | 6% | 5% | 3% | 5.1% | 16% | 4% | 5%
Cc1occc1C(=O)N/N=C/c1ccc(OCc2ccccc2)cc1 | nt | nt | -5% | -1.2% | -6%[9.22 µM] | 2% | ?
COc1ccc([N+](=O)[O-])cc1NC(=O)Cc1c(Cl)cccc1Cl | -6% | -2% | 0% | 2.0% | 6% | 11% | 3%
CC(NC(=O)Cn1cnnn1)C12CC3CC(CC(C3)C1)C2 (stereo unspecified) | -8%[38.3 µM] | -4% | 4% | 3.3% | 9% | -1% | -17%[46.1 µM]
Cc1cc(C(=O)N/N=C/c2cc([N+](=O)[O-])ccc2O)c2ccccc2n1 | 4% | 3% | nt | 1.0% | 7.1µM* | 18µM* | -5%
CCN1CCN(C(=O)c2cnn3c(C(F)F)cc(-c4ccc(C)cc4)nc23)CC1 | -11%[38.3 µM] | -5% | 2% | -3.3% | 8% | -5% | 16%[46.1 µM]
Cc1ccc2cc(CN(CCN3CCCC3)C(=O)Nc3ccccc3)c(=O)[nH]c2c1C | -2%[38.3 µM] | 9% | -3% | -0.9% | 27% | 0% | -17%[46.1 µM]
CC1(C)NC(=O)N(CC(O)COc2ccc(-c3ccc(C#N)cc3)cc2)C1=O (stereo unspecified) | -5%[38.3 µM] | -1% | 0% | -0.1% | -20% | 5% | -23%[46.1 µM]
CCOc1ccc(-n2c(SCC(=O)Nc3cc(C)on3)nc3c([nH]c4ccccc43)c2=O)cc1 | 15%[38.3 µM] | 1% | 8% | 0.0%&0.0% | 8% | 2% | 15%[46.1 µM]
Cc1[nH]n(-c2ccccc2)c(=O)c1C=NCc1ccco1 | 1% | 0% | 1% | 1.6% | 5% | -6% | 3%
O=Nc1c(O)[nH]c2c(F)cccc12 | -6% | -5% | 13% | -0.2% | 5% | -5% | 1%
CCOC(=O)C(NC(=O)c1ccccc1OCC)(Nc1ncccn1)C(F)(F)F (stereo unspecified) | -6%[38.3 µM] | 9% | -3% | -1.6% | 17% | -1% | -7%[46.1 µM]
O=C(Nc1ccccc1C(=O)NCc1ccc(Cl)cc1)c1ccco1 | 17%[38.3 µM] | 1% | 8% | -1.0% | 16% | nt | -26%[46.1 µM]
O=C(O)CC(CC(=O)Nc1ccc(N2CCOCC2)cc1)c1ccccc1 (stereo unspecified) | nt | nt | -2% | 1.1% | 1%[9.22 µM] | -1% | -13%
Cc1cc(C(=O)N/N=C/c2sc(N3CCOCC3)nc2-c2ccccc2)c(C)o1 | 9% | -3% | -8% | -6.1% | 18% | -6% | -45%

# Reprinted at random: 5 compounds from above.
smiles | IMPase Li inh | KinaseGlo FLuc | CBFb RUNX1 block | Epigenetic reg | HTT aggregate | L3MBTL1 block | NPSR antag
Cc1ccc2cc(CN(CCN3CCCC3)C(=O)Nc3ccccc3)c(=O)[nH]c2c1C | -2%[38.3 µM] | 9% | -3% | -0.9% | 27% | 0% | -17%[46.1 µM]
Cc1occc1C(=O)N/N=C/c1ccc(OCc2ccccc2)cc1 | nt | nt | -5% | -1.2% | -6%[9.22 µM] | 2% | ?
CCOC(=O)CCCSc1nc(-c2ccc3c(c2)OCO3)cc(C(F)(F)F)c1C#N | ? | -3% | -6% | -2.1% | -1% | 10% | ?
CCN1CCN(C(=O)c2cnn3c(C(F)F)cc(-c4ccc(C)cc4)nc23)CC1 | -11%[38.3 µM] | -5% | 2% | -3.3% | 8% | -5% | 16%[46.1 µM]
CCOC(=O)C(NC(=O)c1ccccc1OCC)(Nc1ncccn1)C(F)(F)F (stereo unspecified) | -6%[38.3 µM] | 9% | -3% | -1.6% | 17% | -1% | -7%[46.1 µM]

# Continuation.
# Order of results: IMPase Li inh | KinaseGlo FLuc | CBFb RUNX1 block | Epigenetic reg | HTT aggregate | L3MBTL1 block | NPSR antag
Nc1ccc(S(=O)(=O)NC2(C(F)(F)F)NC(=O)N(c3ccccc3Cl)C2=O)cc1 (stereo unspecified)
    -3% | 1% | 8% | -3.1% | 15% | 5% | 1%
CC1(C)CC(=O)C2=C(C1)NC(Nc1nc3ccccc3o1)=NC21CCCC1
    16%[38.3 µM] | -5% | 11% | -9.5% | 3% | 24% | -6%[46.1 µM]
CC(C)Oc1ccc(CCC(=O)NNC(=S)NCc2ccccc2)cc1
    nt | nt | 2% | -2.8% | 14%[9.22 µM] | -3% | -42%
NS(=O)(=O)c1cccc(NC(=S)NCc2ccc3c(c2)OCO3)c1
    1% | 0% | 3% | -3.5% | 18% | 3% | -9%
COc1cccc(C(=O)/C=C/Nc2ccc(S(=O)(=O)Nc3cccc(C(C)=O)c3)cc2)c1
    10%[38.3 µM] | 4% | 0% | 0.0% | ? | -1% | ?
COc1cc(/C=c2\s/c(=C\C(=O)C(C)(C)C)[nH]c2=O)cc(OC)c1OC
    19% | 2% | 4% | -2.8% | -4% | -6% | -11%

# High-throughput results deposited in PubChem by National Center for Advancing Translational Sciences (NCATS).
